High-throughput results (PubChem)
CCT chaperon mod = High-Throughput Screening for Modulators of Cytosolic Chaperonin Activity | hit rate 0.3% among 360,000 | activity change, % (test concentration not listed), hits read low | purified chaperonin ATPase assay, HTRF ADP detection, 30 min | AID 651819, 2012; in the data active = activity change below about -30%; also: % is scaled to controls: 0 for no effect and ±100 for the full control effect
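TRiC (40 or 20 nM final, by batch activity) in 30 mM Tris pH 7.4, 100 mM KCl, 5 mM MgCl2, 1 mM DTT was treated with compound at 76 uM single dose, then 10 uM ATP, 30 min at 37 °C. ADP was read by HTRF Transcreener.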
EPAC1 antagonist = qHTS for Antagonist of cAMP-regulated guanine nucleotide exchange factor 3 (EPAC1): primary screen; Rap guanine nucleotide exchange factor 3 (Homo sapiens), O95398; EPAC1 GEF assay, Rap1b-BODIPY-GDP exchange fluorescence; Potency, µM (top dose mostly 115 µM), inactives show at the top dose activity change, negative = inhibition, hits mostly inhibitors; hit rate 0.14% among 360,000; AID 720709, 2013;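 also: potency is read from the fitted curve at half-maximal effect; plate controls were vehicle for no effect and positive control for full effect; nearly all actives have a fitted effect of over 50% in size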
Target sequence (O95398 whole entry, looked up): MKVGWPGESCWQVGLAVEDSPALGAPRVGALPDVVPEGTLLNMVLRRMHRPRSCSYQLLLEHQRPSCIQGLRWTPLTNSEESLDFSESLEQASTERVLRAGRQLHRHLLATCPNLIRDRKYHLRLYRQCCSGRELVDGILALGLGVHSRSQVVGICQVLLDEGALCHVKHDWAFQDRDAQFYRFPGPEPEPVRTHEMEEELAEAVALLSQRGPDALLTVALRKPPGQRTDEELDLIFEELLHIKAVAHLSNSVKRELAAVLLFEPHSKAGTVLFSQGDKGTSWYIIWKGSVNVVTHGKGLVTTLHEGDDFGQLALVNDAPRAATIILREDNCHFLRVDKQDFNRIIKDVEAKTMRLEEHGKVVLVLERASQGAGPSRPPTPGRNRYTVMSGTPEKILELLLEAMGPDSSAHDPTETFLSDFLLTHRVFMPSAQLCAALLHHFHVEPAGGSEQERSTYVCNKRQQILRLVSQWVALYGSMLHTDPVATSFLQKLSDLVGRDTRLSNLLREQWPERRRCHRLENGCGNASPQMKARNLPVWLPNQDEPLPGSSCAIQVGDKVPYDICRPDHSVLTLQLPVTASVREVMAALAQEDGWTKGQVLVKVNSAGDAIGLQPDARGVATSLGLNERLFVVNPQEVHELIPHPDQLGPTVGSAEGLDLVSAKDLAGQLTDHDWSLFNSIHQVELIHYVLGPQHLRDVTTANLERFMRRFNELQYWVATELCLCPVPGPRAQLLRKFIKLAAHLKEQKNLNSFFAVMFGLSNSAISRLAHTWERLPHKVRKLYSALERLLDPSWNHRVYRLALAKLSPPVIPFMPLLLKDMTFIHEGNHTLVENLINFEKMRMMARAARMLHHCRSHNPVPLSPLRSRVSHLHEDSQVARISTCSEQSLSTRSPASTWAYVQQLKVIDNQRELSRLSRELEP
PLK1 PBD block = qHTS for Inhibitors of PLK1-PDB (polo-like kinase 1 - polo-box domain): Primary Screen | Serine/threonine-protein kinase PLK1 (Homo sapiens), P53350 | Plk1 PBD binding of FITC phosphopeptide, fluorescence polarization | Potency, µM, for the others: max response, negative = inhibition, hits mostly inhibitors | hit rate 2.8% among 360,000 | AID 720504, 2013; also: potency is read from the fitted curve at half-maximal effect; series mostly up to about 57 µM; % is scaled to controls: 0 for no effect and ±100 for the full control effect; nearly all actives have a fitted effect of over 65% in size
EPAC2 ag = qHTS for Agonist of cAMP-regulated guanine nucleotide exchange factor 4 (EPAC2): primary screen | Rap guanine nucleotide exchange factor 4 (Homo sapiens), Q8WZA2 | EPAC2 activation, biochemical qHTS; response scale: 100% = 6.5 mM cAMP response | Potency, µM (doses to about 154 µM), for inactives: at the top dose activation, hits mostly activators | hit rate 0.079% among 360,000; also: potency is read from the fitted curve at half-maximal effect; nearly all actives have a fitted effect of over 50% in size
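qHTS, titration series. 100 nM EPAC2 / 250 nM Rap1B-BODIPY-GDP / 50 uM GDP; RT; ex 480/em 540 nm, 5-min reads to 30 min. Norm. to 6.5 mM cAMP = activation.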
IL2 activator = qHTS of IL-2 Activators. hit rate 0.065% among 360,000. activation, % (series mostly up to about 46 µM). IL-2 activation reporter assay, cell-based qHTS; stimulated with anti-CD3/CD4/CD28 beads; in transgenic mouse T cells. AID 652025, 2013; in the data active = activation above about 50%; inconclusive = mostly about 30% to 49%; also: 0% is about no effect
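Unstimulated transgenic mouse T cells preincubated 60 min with compound, then stimulated with anti-CD3/anti-CD4-coated beads plus anti-CD28 for 18 h at 37 degrees C. IL-2 response read as EGFP and DsRed fluorescence by plate cytometry.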
PI5P4Ka inh = qHTS for Inhibitors of phosphatidylinositol 5-phosphate 4-kinase (PI5P4K) | hit rate 1.2% among 330,000 | max response, % | PI5P4Kalpha enzyme, ADP-Glo luminescence, 60 min; hits give low values | AID 652105, 2013; active = max response of -50% or lower; inconclusive = between -30% and -50%; inactive = -30% or higher; also: value at the top dose of about 77 µM; % is scaled to controls: 0 for no effect and ±100 for the full control effect
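qHTS, 1536-well: enzyme/substrate mix, compound by pin tool, 5 microM ATP final; RT 60 min; ADP-Glo reagents 1 (45 min) then 2 (30 min); luminescence.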
WRN helicase inh = qHTS for Inhibitors of WRN Helicase; Bifunctional 3'-5' exonuclease/ATP-dependent helicase WRN (Homo sapiens), Q14191; WRN helicase unwinding, fluorescent forked duplex, kinetic; Potency, µM (titrated, usually from 114 µM), without a hit: at the top dose activity change, negative = inhibition, hits mostly inhibitors; hit rate 0.46% among 360,000; also: potency is read from the fitted curve at half-maximal effect; % is scaled to controls: 0 for no effect and ±100 for the full control effect; nearly all actives have a fitted effect of over 55% in size
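WRN at 20 nM final was preincubated with compound for 15 min at room temperature; reaction started with 100 nM forked duplex oligonucleotide carrying fluorophore and quencher plus 2 mM ATP (final). Unwinding followed kinetically by red fluorescence (ex 525/em 598 nm).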
EPAC1 ag = qHTS for Agonist of cAMP-regulated guanine nucleotide exchange factor 3 (EPAC1): primary screen. EPAC1 agonist qHTS, biochemical assay; response scale: 100% = response to 6.5 mM cAMP. Potency, µM (doses to about 154 µM), for the others: at the highest dose activation, hits mostly activators. hit rate 0.073% among 360,000; also: potency is read from the fitted curve at half-maximal effect; nearly all actives have a fitted effect of over 60% in size
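EPAC1 100 nM, Rap1B–BODIPY-GDP 250 nM, unlabeled GDP 50 uM; compound titration; 5 min RT; kinetic read ex480/em540 at 5-min intervals ×30 min; data normalized to 6.5 mM cAMP agonist control.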
* marks the source's active call; other numbers are inactive results; u = inconclusive; x = no result given; [ ] = remark or other dose. Unless noted, calls follow the shape of the dose curve; as a rule, active = well fitted curve in the direction sought with a large enough effect; inconclusive = small, poorly fitted or top-dose-only effect, or another doubt; inactive = no such curve, though single readings can be large; an effect the other way counts as inactive or inconclusive.

Each structure is followed by: CCT chaperon mod | EPAC1 antagonist | PLK1 PBD block | EPAC2 ag | IL2 activator | PI5P4Ka inh | WRN helicase inh | EPAC1 ag
> COC(=O)c1sc(NC(=O)COC(=O)C2CCC2)c(C(=O)OC)c1C
    -0.6 | 3% | -3% | 10% | -2.3 | 16 | -2% | 4%
> CC(C)C(Nc1ccc(S(=O)(=O)N2CCOCC2)cc1[N+](=O)[O-])C(=O)O (stereo not given)
    1.8 | -25% | -6% | 4% | -1.2 | 5 | -8% | -2%
> Cc1nn(C)cc1S(=O)(=O)N1CCN(c2cccc(Cl)c2)CC1
    0.0 | -4% | 3% | -5% | 0.5 | 1 | 8% | 0%
> COc1ccc(OC)c2sc(N(CCN(C)C)C(=O)c3ccc4ccccc4c3)nc12
    -2.7 | u | -16% | 12% | -4.1 | 7 | 13% | -9%
> CC(=O)/C(=N/Nc1ccccc1)Sc1nnc(C(O)c2ccccc2)n1-c1ccccc1 (stereo not given)
    -1.5 | 13% | 0% | -4% | 1.6 | 8 | -2% | -8%
> O=C(NC1CCCCCC1)c1ccc(OCC2CCCO2)cc1 (stereo not given)
    1.7 | u | 1% | -2% | 2.3 | 1 | -10%[57.1 µM] | -1%
> CCOC(=O)Cn1nc(C)n(-c2ccc(Br)cc2)c1=O
    -6.0 | 0% | -3% | 3% | -2.0 | -7 | 0% | -9%
> CC(=O)c1c(C)nn(C(C)CC(=O)O)c1C (stereo not given)
    -7.1 | -3% | -4% | 6% | 0.4 | 0 | -5% | 9%
> COc1ccc(NC(=O)Nc2ccc(C(=O)N3CCOCC3)cc2)cc1OC
    -0.9 | 6% | -1% | 8% | -2.1 | -2 | 6% | -8%
> Cc1cc(-c2nnc(CCC(=O)N(C)CCc3ccccc3)o2)no1
    0.3 | 9% | -2% | 10% | 0.0 | -3 | 3% | 10%
> Cc1noc(C)c1COC(=O)C1COc2ccccc2O1 (stereo not given)
    -3.5 | 0% | -8% | 3% | 0.5 | 3 | -2% | 0%
> O=C(c1ccncc1)N1CCN(C(=O)c2ccco2)CC1
    -0.6 | -2% | 2% | 0% | -1.5 | 0 | -3% | 3%
> CCN(CC)c1ccc(S(=O)(=O)N2CCOCC2)cc1NC(=O)COC(=O)c1cccnc1SC
    -1.2 | 3% | 0% | -4% | 0.2 | -5 | 1% | 0%
> CN(C1CCS(=O)(=O)C1)S(=O)(=O)c1ccccc1 (stereo not given)
    1.1 | 20% | 1% | 4% | 1.1 | 4 | 4% | 9%
> N/C(=N\OC(=O)CCCc1ccccc1)c1ccc([N+](=O)[O-])cc1
    -3.0 | -11% | -3% | 2% | 0.0 | 1 | 7% | 8%
> CC(C)OC(=O)CN1C(=O)S/C(=C/c2ccc(N3CCCCC3)o2)C1=O
    0.9 | 8% | 33%[activator] | 2% | 4.7 | x | -11% | -2%
> O=[N+]([O-])/C=C/c1cc2ccccc2[nH]1
    0.2 | -13% | u | 8% | -1.0 | -2 | -30% | -1%
> Cc1ccc(NC(=O)CS(=O)CC(=O)N(C2CCCC2)C(C)C(=O)NC2CCCCC2)cc1 (stereo not given)
    -0.4 | -9% | -7% | 8% | -0.9 | x | 0% | 6%
> CC(=O)Oc1ccc(-c2nc3cc(Cl)ccc3c(=O)o2)cc1
    1.1 | -7% | -6% | -3% | -2.7 | 0 | -2% | 4%
> O=C(c1ccc(Cl)cc1)c1cc(-c2ccccn2)c(N2CCOCC2)s1
    -4.6 | -20% | -7% | 14% | -2.2 | 1 | -6% | 1%
> COc1ccc(C(=O)Nc2cc(C)nn2-c2cccc(F)c2)cc1OC
    -2.7 | 3% | -11% | 11% | -0.5 | 1 | 5% | 2%
> CCCCCCn1c(=O)[nH]c2nc3cc(N)c(C)cc3nc2c1=O
    -2.1 | 12% | 3µM* | u | 19 | u | u | u
> O=C(COC(=O)CNC(=O)c1ccccc1F)Nc1ccc2c(c1)OCCO2
    -2.1 | -8% | -4% | 10% | -2.5 | -6 | -1% | -1%
> CC[C@]12c3[nH]c4cc(CCC(=O)N(C)C)ccc4c3CCN1C(=O)[C@@H](CC(=O)NCCc1ccccn1)C[C@@H]2C(=O)N1CCN(C(=O)C2CC2)CC1
    -0.6 | 23% | -3% | 6% | 0.9 | -1 | 4% | -10%
> COc1cccc(NC(=O)NCCc2ccc(Cl)cc2)c1
    0.8 | 8% | 5% | 0% | 1.6 | -3 | 2% | 3%
> CC(C(=O)Nc1ccccc1)N1CCN(C(=O)c2ccco2)CC1 (stereo not given)
    -3.7 | 4% | -1% | 8% | -0.3 | 1 | -5% | 13%
> C/C(N)=C(/C#N)C(=O)CSc1nc2ccccc2c(=O)n1Cc1ccc(C)cc1
    4.5 | -1% | -13% | 1% | -0.3 | -8 | -15% | -10%
> O=C(O)c1ccc(NC(=O)c2cccc(C(=O)Nc3ccc(C(=O)O)cc3)c2)cc1
    0.7 | -2% | -15% | 5% | -0.8 | -1 | -9% | -4%
> Cc1c(C(=O)NCc2ccc3c(c2)OCO3)sc(=O)n1Cc1ccc(-c2ccccc2)cc1
    -0.9 | -1% | -9% | 9% | 0.6 | 2 | 1%[57.1 µM] | -4%
> COc1cc(/C=C/C(=O)O)cc2c1OCCO2
    -0.6 | -23% | -7% | 9% | 1.0 | -9 | -3% | 7%
> CC(=O)N1CCc2cc(N=NC3=C(O)CC(C)(C)CC3=O)ccc21
    1.5 | u | 12% | -3% | 0.5 | 0 | 2% | -18%
> O=C(COc1ccc(Cl)cc1Cl)Nc1ccc(-c2ccc(N3CCOCC3)nn2)cc1
    2.5 | -3% | -4% | 1% | -0.7 | 9 | -2% | 4%
> CCNC(=S)NC1CC2CCC(C1)N2Cc1ccccc1 (stereo not given)
    0.5 | -22% | -9% | 8% | -1.8 | x | -12% | 7%
> COc1ccc(C[C@H]2CN3C(=NC[C@@H]3Cc3ccc(O)cc3)N2CCNC(=O)c2ccc(C)c(Br)c2)cc1
    -1.6 | -6% | -14% | 13% | -0.6 | 0 | 8% | 5%
> Cc1sc(NC(=O)CSc2ncn(-c3ccccc3)n2)nc1-c1ccccc1
    -0.4 | 1% | 0% | -1% | 0.2 | 13 | 7% | 3%
> O=C(Nc1cccc(F)c1)C1CCN(C(=O)c2ccco2)CC1
    0.8 | 10% | -1% | 2% | 0.4 | -3 | 4% | -1%
> CC1Cc2cc(S(=O)(=O)CCC(=O)N3CCN(c4ccccc4)CC3)ccc2N1C(=O)C1CC1 (stereo not given)
    -0.1 | 11% | -4% | 9% | -2.2 | 5 | 6% | -3%
> Cc1nc2c(c3c1[nH]c1ccccc13)C(=O)CC(C)(C)C2
    -0.2 | -21% | -1% | -1%[15.6 µM] | 0.6 | -1 | -15% | -6%
> CN1CCC(N(C)C(=S)NC(=O)c2cc(-c3cccc(Br)c3)nc3ccccc23)CC1
    -0.6 | -3% | 21µM* | 0% | 1.0 | u | -16% | -4%
> NC(N)=N/N=C(\N=Nc1ccccc1)c1cccc2cccnc12
    -2.2 | 0% | 0% | -4% | 0.2 | 8 | 11% | 2%
> O=C(CN1C(=O)c2ccccc2C1=O)OCC(=O)N1CCc2ccccc2C1
    1.9 | 5% | -9% | 5% | 2.2 | 1 | -8% | 9%
> C[C@@H]1CC=C[C@H]2[C@H]1C(=O)N(Cc1ccccc1)[C@H]2c1ccc(-c2ccc(N(C)C)cc2)cc1F
    -0.5 | -16% | 2% | 8% | -0.3 | 7 | -13% | -17%
> CCNC(=S)NNC(=O)c1csc(C)c1
    -3.2 | -6% | -7% | 11% | 1.4 | 0 | 7% | 8%
> COc1cc([N+](=O)[O-])ccc1NC(=O)Nc1cccnc1
    -1.5 | 12% | -4% | 1% | -1.0 | 3 | 5% | -4%
> Cc1ccc(-n2cnc3c(=O)[nH]cnc32)cc1[N+](=O)[O-]
    -1.1 | -13% | -2% | 5% | -4.2 | -7 | -10% | -3%
> Oc1c(C(c2ccccc2)N2CCCCC2)sc2ncnn12 (stereo not given)
    -2.6 | -13% | -9% | 7% | -3.3 | -10 | -3% | 7%
> N#Cc1cccc(NC(=O)Cc2ccsc2)c1
    0.1 | -18% | 2% | 10% | 0.6 | 1 | -4% | 9%
> O=C(Nc1ccccn1)c1cc(-c2ccc(Cl)s2)nc2ccccc12
    2.3 | -9% | 1% | 10% | 1.6 | 18 | -9% | 17%
> Cc1ccccc1Cn1c(=O)n(CC2CCC(C(=O)NCCc3ccccc3)CC2)c(=O)c2ccccc21 (stereo not given)
    0.4 | -10% | -7% | -10% | -4.0 | -8 | 7% | 6%
> COC(=O)c1ccsc1NS(=O)(=O)c1ccccc1
    -1.4 | -9% | 2% | -8% | -2.0 | -7 | -6% | -3%
> Cc1c(C)c2ccc(OCC(=O)N(C)C3CCS(=O)(=O)C3)c(C)c2oc1=O (stereo not given)
    1.2 | 15% | -11% | 13% | -0.8 | -3 | -17% | -13%
> CN1CC(=O)N(CC(=O)NCc2ccc(F)cc2)c2ccccc2C1=O
    3.1 | 1% | -7% | 1% | 0.3 | 2 | -6%[57.1 µM] | 0%
> O=C(NCc1cn(-c2ccccc2)nc1-c1ccc(F)cc1)c1cccc([N+](=O)[O-])c1
    -1.1 | -9% | -4% | 3% | -2.5 | 9 | -21%[57.1 µM] | 9%
> COC(=O)CNC(=O)C1CCCN1C(=O)OC(C)(C)C (stereo not given)
    -2.3 | 14% | 4% | 4% | -1.3 | x | 1% | 1%
> CC(C)c1ccc(N(CC(=O)NCc2ccco2)C(=O)CCC(=O)Nc2ccccn2)cc1
    1.9 | 7% | 0% | -21% | 0.0 | 4 | 2% | -11%
> CCc1ccc(OCC(=O)NCCOc2ccccc2)cc1
    -3.8 | -20% | -10% | 3% | 5.7 | x | -1% | 8%

Only part of the results is shown; count on the stated rates, not on these rows.
